# LAP4 TOR yeast: modulators of TOR pathway LAP4-GFP in S. cerevisiae. 320,000 tested, 0.34% active. GFP response vs DMSO, % at 10 µM. S. cerevisiae LAP4-GFP multiplex, flow cytometry GFP, 3 h; median GFP as percent of DMSO wells;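 active means GFP response vs DMSO above a set limit, about the screen mean plus 3 SD, cut at about 150% in these data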
# proCasp7 act: activates human procaspase-7, counter-screen for procaspase-3 activators; P55210; recombinant procaspase-7, Ac-DEVD-pNA absorbance 405 nm; D23A/D198A/D206A triple mutant, cannot self-cleave; scale: DMSO 0, 5 µM enzyme 100; activation, % at 8.5 µM; 330,000 tested, 0.093% active;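 active means percent activation above the screen-wide mean plus 3 SD, cut at about 25% in these data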
#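 signal = Epi-absorbance of released pNA at 405 nm, two timepoints | assay system = Uncleavable procaspase-7 mutant enzyme | reagent = Ac-DEVD-pNA substrate, 400 µM as added | times = 1 h enzyme–compound preincubation and 2 h substrate reaction, both 25 °C | benchmarks = low DMSO alone, high DMSO plus 5 µM PC-7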
# AHR act: human AHR activation | P35869 | AHR-responsive luciferase reporter cells, luminescence | activation, % at 5 µM | 320,000 tested, 2.5% active | AID 2796; in the data active means activation above about 47%;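 further: 0% = vehicle wells and 100% = reference agonist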
# Target sequence (P35869 whole entry, looked up): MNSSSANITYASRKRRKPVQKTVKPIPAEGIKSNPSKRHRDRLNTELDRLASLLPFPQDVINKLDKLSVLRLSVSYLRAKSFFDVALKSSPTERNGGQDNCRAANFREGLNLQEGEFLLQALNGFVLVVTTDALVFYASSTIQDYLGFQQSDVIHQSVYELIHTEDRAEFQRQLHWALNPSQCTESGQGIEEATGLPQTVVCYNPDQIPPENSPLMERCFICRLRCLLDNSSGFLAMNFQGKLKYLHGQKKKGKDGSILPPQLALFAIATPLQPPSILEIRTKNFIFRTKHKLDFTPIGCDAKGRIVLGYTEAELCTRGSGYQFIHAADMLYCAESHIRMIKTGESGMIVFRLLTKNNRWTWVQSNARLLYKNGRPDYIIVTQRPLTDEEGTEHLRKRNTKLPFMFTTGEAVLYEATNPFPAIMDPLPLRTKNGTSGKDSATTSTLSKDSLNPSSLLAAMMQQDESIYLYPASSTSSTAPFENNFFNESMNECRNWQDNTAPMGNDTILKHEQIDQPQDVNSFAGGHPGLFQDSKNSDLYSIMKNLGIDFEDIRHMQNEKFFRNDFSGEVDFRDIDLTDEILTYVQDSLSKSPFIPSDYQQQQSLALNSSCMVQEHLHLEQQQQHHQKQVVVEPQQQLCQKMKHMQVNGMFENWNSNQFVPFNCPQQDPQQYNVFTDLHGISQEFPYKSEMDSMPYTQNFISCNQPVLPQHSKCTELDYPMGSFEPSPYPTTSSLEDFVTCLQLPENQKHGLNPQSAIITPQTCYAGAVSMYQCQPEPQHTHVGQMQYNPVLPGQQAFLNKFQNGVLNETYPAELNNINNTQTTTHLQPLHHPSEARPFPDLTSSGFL
# Yeast superoxide: caloric restriction mimetics inhibiting age-related superoxide in yeast | superoxide response (% of plate mean), % at 10 µM | 330,000 tested, 0.18% active | AID 2690 | S. cerevisiae aged cells, superoxide DHE fluorescence; hits give low values;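 active means superoxide response under a set limit, about three screen SD below normal, cut at about 65% in these data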;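 further: yeast aged for seven days with compound at 30 °C before DHE staining; 100% = average MFI of all compound-treated wells on the plate with controls excluded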
# RPL19A TOR yeast: modulators of TOR pathway RPL19A-GFP in S. cerevisiae; percent response vs DMSO, % at 10 µM; S. cerevisiae RPL19A-GFP strain, flow cytometry, 3 h; hits give low values; AID 2025; 330,000 tested, 0.3% active;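 active means percent response vs DMSO below 50%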;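 further: median channel GFP fluorescence of the barcoded RPL19A-GFP strain; ratio of sample median GFP to plate DMSO average so 100% = DMSO; lower means less RPL19A-GFP as with rapamycin TOR inhibition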
# procasp3 activ: activators of human procaspase-3; P42574; recombinant procaspase-3 D3A, Ac-DEVD-pNA absorbance 405 nm; activation, % at 8.5 µM; 330,000 tested, 0.11% active;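 active means activation above the mean of all tested compounds plus 3 SD, cut at about 21% in these data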;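 further: 0% = DMSO alone and 100% = DMSO wells spiked with extra 5 µM PC-3 D3A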
# Target sequence (P42574 whole entry D9A/D28A/D175A): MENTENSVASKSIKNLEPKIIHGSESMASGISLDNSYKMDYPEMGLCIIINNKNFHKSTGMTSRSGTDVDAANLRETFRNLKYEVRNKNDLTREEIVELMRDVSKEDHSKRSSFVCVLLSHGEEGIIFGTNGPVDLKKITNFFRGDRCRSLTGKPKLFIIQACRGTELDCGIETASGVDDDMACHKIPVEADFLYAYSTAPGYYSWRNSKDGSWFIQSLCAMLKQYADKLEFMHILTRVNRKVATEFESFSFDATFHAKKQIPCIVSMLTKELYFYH
#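 material = Procaspase-3 D3A mutant | probe or stimulus = Ac-DEVD-pNA | compound = single dose, 8.5 µM nominal compound, 0.8% DMSO | timing = 1 h preincubation, 2 h reaction | measured by = 405 nm absorbance of p-nitroaniline, reads at 0 and 120 min | benchmarks = DMSO-only low control, 5 µM PC-3 D3A high control | repeats = singlicate, each compound tested once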
# MEP2 TOR yeast: modulators of TOR pathway MEP2-GFP in S. cerevisiae | S. cerevisiae MEP2-GFP strain, flow cytometry GFP, 3 h; 100% = DMSO control level | 330,000 tested, 0.51% active | GFP response vs DMSO, % at 10 µM;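 active means GFP response versus DMSO above a set limit, roughly screen mean plus 3 SD, cut at about 180% in these data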;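 further: median GFP fluorescence of the barcode-gated MEP2-GFP cells per well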
# JMJD2C inh: human JMJD2C demethylase inhibition; Q9H3R0; GST-JMJD2C(1-420) H3K9me3 demethylation, DELFIA europium; inhibition, % at 2.35 µM; 330,000 tested, 0.069% active;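 active means more than half of a compound's replicate wells show inhibition beyond 50%, single wells judged on their own value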;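 further: signal counts dimethyl H3K9 product captured on neutravidin plate; 0% = median of DMSO wells and 100% = 0.3 times that DMSO median; strong numbers were not always called active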
# An asterisk follows results filed as active; . = not tested or not shown; & = joins results of further samples. This is a random part of the collection. About 3.8% of those tested had a hit in this group.
SMILES,LAP4 TOR yeast,proCasp7 act,AHR act,Yeast superoxide,RPL19A TOR yeast,procasp3 activ,MEP2 TOR yeast,JMJD2C inh
COc1cccc(-c2cc(C(=O)Nc3nc4ccccc4s3)c3ccccc3n2)c1,101,2,24,108,99,-3,101,-2
c1ccc(C2[C@H]3CN(CC4CCCCC4)[C@H](c4ccccc4)C34CC2(c2cccnc2)C4)cc1 (some centres undefined),97,8,3,90,99,7,104,3
COC(=O)Cc1ccc(NC(=S)NNC(=O)c2ccccc2Br)cc1,98,-10,3,92,103,4,93,6
Cc1cc(C)c(OCC(=O)OC(C)C(=O)NC2CC2)c(C)c1 (centres undefined),105,-1,26,83,104,10,104,2
Oc1[nH]c2c(Cl)cc(Cl)cc2c1N=NC(=S)NCC1CCCO1 (centres undefined),99,-10,51*,103,100,5,102,-1
Cc1ccc(C)n1NC(=O)c1ccc(Cl)cc1Cl,97,-10,-1,110,98,-9,96,6
c1ccc(Cc2nnc3sc(C4COc5ccccc5O4)nn23)cc1 (centres undefined),107,-8,1,85,100,9,96,16
CC1(C)OC(=O)C(=CNn2cnc3ccccc3c2=O)C(=O)O1,109,1,1,109,103,-1,107,3
O=C(CSc1nnc(-c2ccco2)n1Cc1ccccc1)c1ccc(F)cc1,105,5,5,108,94,-5,97,-4
Nc1nc(-c2ccco2)nn1C(=O)CCc1ccccc1,103,5,1,93,94,1,119,3
COc1ccccc1CNC(=O)c1nn(-c2ccc(C)cc2)c(=O)c2c1c1ccccc1n2C,100,1,16,105,100,4,97,10
CC(C)Nc1nc(NC(C)C)nc(OCCOC(=O)Nc2ccccc2)n1,103,2,2,94,102,3,93,4
Cc1onc(C(=O)Nc2cccc(C(F)(F)F)c2)c1[N+](=O)[O-],139,-6,7,94,93,2,97,4
CC[N+](CC)(CC)C/C=C/CN1CCCCC1,94,3,0,109,97,3,102,8
CC(NC(=O)c1cc(COc2c(F)cccc2F)on1)c1cnn(-c2ccccc2)c1 (centres undefined),98,6,-11,87,104,6,100,6
C=CCNS(=O)(=O)c1ccc(OCC(=O)OC)cc1,108,-14,1,106,105,2,106,7
O=C(Nc1ccc(N2CCOCC2)c(Cl)c1)c1cccc(-n2cnnc2)c1,83,8,10,104,112,0,108,-2
CCN(CC(=O)NCc1ccc(F)cc1)CC(=O)Nc1ccc(S(=O)(=O)N2CCCC2)cc1,105,9,3,100,103,7,101,24
CC(=O)N1CCC(C(=O)Nc2nc(-c3ccccc3)ns2)CC1,100,-3,43,108,101,1,98,4&14
CC(C)Sc1oc(-c2ccco2)nc1S(=O)(=O)c1ccccc1,104,-8,1,102,97,3,102,6

# Ordered by SMILES length (lowest first): some entries from above.
SMILES,LAP4 TOR yeast,proCasp7 act,AHR act,Yeast superoxide,RPL19A TOR yeast,procasp3 activ,MEP2 TOR yeast,JMJD2C inh
C=CCNS(=O)(=O)c1ccc(OCC(=O)OC)cc1,108,-14,1,106,105,2,106,7
c1ccc(Cc2nnc3sc(C4COc5ccccc5O4)nn23)cc1 (centres undefined),107,-8,1,85,100,9,96,16
CC(=O)N1CCC(C(=O)Nc2nc(-c3ccccc3)ns2)CC1,100,-3,43,108,101,1,98,4&14
CC(C)Nc1nc(NC(C)C)nc(OCCOC(=O)Nc2ccccc2)n1,103,2,2,94,102,3,93,4
COc1cccc(-c2cc(C(=O)Nc3nc4ccccc4s3)c3ccccc3n2)c1,101,2,24,108,99,-3,101,-2
CC(NC(=O)c1cc(COc2c(F)cccc2F)on1)c1cnn(-c2ccccc2)c1 (centres undefined),98,6,-11,87,104,6,100,6
COc1ccccc1CNC(=O)c1nn(-c2ccc(C)cc2)c(=O)c2c1c1ccccc1n2C,100,1,16,105,100,4,97,10

# Additional results:
SMILES,LAP4 TOR yeast,proCasp7 act,AHR act,Yeast superoxide,RPL19A TOR yeast,procasp3 activ,MEP2 TOR yeast,JMJD2C inh
COc1ccccc1CNC(=O)[C@@H]1CCCN1S(=O)(=O)c1ccccc1F,115,1,5,103,97,5,102,5
O=C(Nc1ccc(Br)cc1)c1cccc(N2C(=O)C3CCCCC3C2=O)c1 (centres undefined),102,3,114*,93,101,-6,108,0
COC(=O)c1ccc(/C=C(\C#N)c2nc3ccccc3s2)cc1,100,-10,10,91,94,-3,101,-6
Cc1ccc(C)c(NC(=S)N2CCCCCC2)c1,93,3,7,103,90,0,104,-11
Cc1ccc(NC(=O)Cn2nnc(C(=O)NCc3cccs3)c2N)cc1F,86,-5,5,98,95,7,94,-16
CC(=O)N=c1n(C)c2ccccc2n1CCOc1ccccc1,89,-5,30,100,102,7,93,25
CC1(C)CC(OC(=O)c2ccccc2)CC(C)(C)N1,96,5,-1,99,96,6,101,0
Cc1ccc(S(=O)(=O)NCCc2ccncc2)cc1[N+](=O)[O-],103,3,1,93,99,-1,107,0
O=C(O)CCCc1ccc2c(c1)CCc1ccccc1-2,173*,8,-9,98,87,-5,87,9
CCOc1ccc(NC(=O)N(Cc2ccc(C)cc2)Cc2ccccn2)cc1,92,0,2,101,98,3,99,-5
Nc1c(Br)cc(Br)cc1CNC1CCC(O)CC1 (centres undefined),91&107,10&4,3&-3,114&99,92&100,-4&0,84&95,-5&2
COc1cc2c(cc1OC)CN(C(=O)c1ccc(-c3ccccc3)cc1)CC2,95,.,.,109,95,.,100,0
NC(=O)C1CCN(CC(=O)Nc2ccccc2Sc2ccccc2)CC1,98,1,-1,102,104,-5,106,-1
CS(=O)(=O)c1ccc(C(=O)NC(Cc2ccccc2)c2ccccc2)cc1 (centres undefined),106,2,-2,103,102,-8,103,-3
CCOC(=O)CN1CCc2c(C)nc3c(-c4ccc(OC)c(OC)c4)cnn3c21,95,11,9,97,101,-3,102,4
CC(=O)Nc1cccc(C(=O)NNC(=O)c2n[nH]c(=O)c3ccccc23)c1,93,2,2,94,95,-3,96,0
CC1=CC(C)(C)N(C(=O)CN2C(=O)CCC2=O)c2ccc(C)cc21,103,11,1,94,105,3,109,1
O=C(O)c1nn(Cc2ncc(-c3cccc(Cl)c3)o2)c(=O)c2ccccc12,103,-8,10,115,99,-7,97,-6
COc1ccc(NC(=O)CCCN2C(=O)C3CC=CCC3C2=O)cc1 (centres undefined),100,5,-1,98,95,-3,104,-10
Cc1cccc(-c2noc(-c3cc4ccccc4oc3=O)n2)c1,103,10,2,104,98,-4,106,-7
Cc1ccc(CNS(=O)(=O)c2ccc([N+](=O)[O-])cc2)cc1,94,0,1,106,109,4,107,8
N#Cc1c(Sc2ncc(C(F)(F)F)cc2Cl)nsc1C/C=N\OCc1ccccc1Br,96,8,1,106,98,8,104,6
O=C1NC(c2cccnc2)C(C(=O)c2cccs2)C(O)(C(F)(F)F)N1 (centres undefined),100,-4,1,103,101,5,101,6
O=C(CCNS(=O)(=O)c1cccc2nonc12)NCc1cccs1,101,-1,0,93,96,2,100,0
COc1ccccc1C(=O)NCCN1CCN(c2ccccc2)CC1,83,6,-1,97,102,-10,92,3
S=C(NCc1ccccc1)NCc1ccc(Cl)cc1,81,.,.,130,114,.,101,8
Cc1cccc(NC(=O)[C@H](Cc2c[nH]c3ccccc23)NC(=O)[C@@H]2Cc3ccccc3CN2)c1,102,-2,11,93,95,3,98,-36
CC1C(=O)O[C@@H]2C[C@@H](C)[C@@H]3CCC(=O)[C@@]3(C)[C@@H](O)[C@H]12 (some centres undefined),95,2,0,98,96,4,92,11
Cc1cc(-c2nnc(SCC(=O)Nc3ccc(Br)cc3F)n2N)n[nH]1,98,0,10,105,98,2,106,-2
O=C(NCCCN1CCOCC1)C(=O)N/N=C/c1c2ccccc2cc2ccccc12,99,1,11,103,100,-1,100,3
CC1=C(/C=N/Nc2ccc([N+](=O)[O-])cc2[N+](=O)[O-])C(C)(C)CCC1,93,-5,5,122,101,7,101,4
COc1ccc(C[C@H]2c3cc(O)c(OC)cc3CC[N+]2(C)[O-])cc1O (some centres undefined),131,-16,8,101,98,-9,97,-20
CC1=C([N+](=O)[O-])C(c2ccc(Cl)cc2)NC(=O)N1C (centres undefined),88,3,2,114,90,-3,82,0
COc1ccccc1CCN=C(N)NS(=O)(=O)c1ccccc1F,107,10,7,100,101,4,101,9
O=C(Nc1ccc2c(c1)C(=O)NC2=O)c1cc(Cl)ccc1Cl,103,2,-1,112,97,0,105,-15
CCOC(=O)C1=C(C)Nc2ncnn2C1c1ccc(N(C)C)cc1 (centres undefined),98,-2,-2,114,96,-2,105,3
C[C@H](CO)N1C[C@H](C)[C@@H](CN(C)C)Oc2c(NC(=O)c3ccncc3)cccc2C1=O,96,12,1,119,103,-7,98,-1
O=C(CCS(=O)(=O)c1ccc(F)cc1)Nc1nnc(-c2ccco2)o1,105,-2,1,100,99,5,102,1
CCN(CC(=O)NCc1ccc(Cl)cc1)C(=O)c1cc(S(=O)(=O)N2CCOCC2)ccc1C,92,-3,0,107,92,-2,91,-13
Cc1ccc(C)c2c1[nH]c1ccc([N+](=O)[O-])cc12,101,-4,0,100,90,-10,96,-3
CC(C)OC(=O)c1nnc(-c2ccccc2)nc1OC(C)C,113,-5,26,91,99,1,97,9
CC(O)[C@H]1CNCCN1CCc1cccc(F)c1 (some centres undefined),133,-5,1,100,92,5,89,3
Cc1[nH]n(C(N)=S)c(=O)c1C(c1ccccc1)C(C#N)C#N (centres undefined),118,-16,11,119,97,-6,100,-3
CN(CCN1CCc2ccccc2C1)Cc1nc(-c2ccc3c(c2)OCO3)no1,109,4,6,85,93,-9,95,-2
Cc1cccc(C)c1-n1c(C)cc(/C=N\NC(=O)CC(=O)NC2CCCCC2)c1C,90,3,-1,92,99,6,93,-8
O=C(O)c1cc(S(=O)(=O)N2CCN(C(=O)c3ccco3)CC2)c(Cl)cc1Cl,99,6,0,104,103,-4,104,-8
CCN1C(=O)C2(/C(=C(\O)c3ccc4c(c3)OCCO4)C(=O)C(=O)N2CCCOC)c2ccccc21 (centres undefined),105,5,-2,111,96,-4,105,5
O=S(=O)(NCc1ccco1)N1CCCCCC1,105,5,0,101,98,7,100,2
O=C(OCc1nc2ccccc2[nH]1)C1CCCCC1,101,-8,2,92,109,10,98,-19
COc1cc(/C=C2\NC(=S)NC2=O)ccc1OCc1cccc(C(=O)O)c1,90,6,5,103,103,1,105,19
COc1ccc(C(C)=O)cc1CN1C(=O)NC(c2ccccc2)(c2ccccc2)C1=O,96,5,1,102,101,4,108,-31
Cc1ccc(CN2C(=O)N/C(=C/c3ccc4c(c3)n(C)c(=O)n4C)C2=O)cc1,88,6,8,115,97,1,92,0
COc1ccc(NC(=S)N2CCN(Cc3ccco3)CC2)c(OC)c1,101,-21,4,105,108,-19,111,3
COc1ccc(N(CC(=O)N2CCc3ccccc32)S(=O)(=O)c2c(C)noc2C)cc1,80,2,2,105,103,4,102,6
c1ccc(N2CC3CCc4ccccc4C3=N2)cc1 (centres undefined),108,72*,57*,79,97,39*,93,4
COc1ccc(N(CC(=O)NC2CC3CCC2C3)S(=O)(=O)c2ccc(C)cc2)cc1 (centres undefined),92,10,-3,93,104,1,100,10
CC(=O)N1CCOCCOCCOCC1,110,10,-1,111,100,3,95,-17
Cc1nc(Sc2nnnn2C)c2c3c(sc2n1)CCC3,102,11,-2,106,98,1,100,-6

# Bioassay records (PubChem BioAssay)
